HGIII-sPLA2 inh = Inhibits HGIII-sPLA2 liposome hydrolysis, primary screen; QFRET BODIPY PC-A2 liposome hydrolysis, fluorescence; 0.56% of 370,000 active; Q9NZ20; AID 743126; inhibition, % at 12.2 µM;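 active means inhibition above mean plus 3 SD of compounds lying within the high and low control bounds, cut at about 19% in these data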;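 further: 0% = median of test compound wells and 100% = no enzyme DMSO wells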
ASAP1 GAP inh = blocks human ASAP1-stimulated Arf1 GTP hydrolysis. Q9ULH1. GDP FP detection. inhibition, % at 16.5 µM. 0.19% of 360,000 active; in the data active means inhibition above about 25%;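 further: 0% = vehicle with enzyme and substrate and 100% = no enzyme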
Target sequence (Q9ULH1 325-724 limits assumed): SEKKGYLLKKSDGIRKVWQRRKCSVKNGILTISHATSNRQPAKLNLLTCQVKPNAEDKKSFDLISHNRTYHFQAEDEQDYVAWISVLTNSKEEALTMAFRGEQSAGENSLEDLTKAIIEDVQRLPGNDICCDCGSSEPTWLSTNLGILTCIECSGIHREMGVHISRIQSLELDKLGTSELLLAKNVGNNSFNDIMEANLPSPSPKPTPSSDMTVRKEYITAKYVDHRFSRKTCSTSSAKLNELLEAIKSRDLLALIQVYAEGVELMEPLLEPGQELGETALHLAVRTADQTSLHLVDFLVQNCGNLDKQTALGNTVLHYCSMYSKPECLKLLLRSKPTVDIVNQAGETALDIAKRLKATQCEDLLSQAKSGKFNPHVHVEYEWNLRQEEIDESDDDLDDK
DDE Tn6 FP inh = disrupts Tn6 cyclic peptide binding to fibrin D-Dimer-E complex. AID 720509. 0.21% of 370,000 active. P02675. Fibrin DD(E) TRITC-Tn6 fluorescence polarization displacement. inhibition, % at 8.3 µM;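 active means inhibition above a per-campaign cutoff: mean of compounds within control limits plus 3 SD, cut at about 15% in these data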;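 further: 0% = median of all compound wells on the plate and 100% = blocking peptide control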
ARFGAP1 inh = inhibits rat ARF GTPase activating protein 1. 0.26% of 360,000 active. AID 651572. Arfgap1-stimulated ARF1 GTP hydrolysis, GDP FP detection. inhibition, % at 16.5 µM. Q62848;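 active means inhibition above a per-plate limit, mean inhibition of low control wells plus 3 SD, cut at about 25% in these data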;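 further: 0% = DMSO wells with enzyme and 100% = wells lacking Arfgap1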
Target sequence (Q62848 1-136 limits assumed): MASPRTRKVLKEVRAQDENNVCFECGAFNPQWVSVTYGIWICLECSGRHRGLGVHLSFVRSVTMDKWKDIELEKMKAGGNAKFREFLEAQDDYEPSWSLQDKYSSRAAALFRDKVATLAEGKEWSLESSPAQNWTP
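Assay system: purified rat His6-Arfgap1 residues 1-136 (GAP domain); Reagent: human Δ17 ARF1 bound to GTP; Dosing: 16.5 µM single point, 1.26% DMSO; Times: GTP hydrolysis reaction 2 h at 25 °C; Signal: FP, GDP Alexa 633 tracer displaced from anti-GDP antibody, 620/688 nm; Measure: % inhibition from polarization.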
PLC-beta3 inh = inhibitors of human phospholipase C beta3; Purified PLC-beta3, fluorogenic substrate, fluorescence; 0.18% of 370,000 active; Q01970; inhibition, % at 12.2 µM; in the data active means inhibition above about 11%;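 further: 0% = median of compound wells on plate and 100% = full blocker control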
DDE Tn7 FP inh = DD(E)-Tn7 binding inhibition, primary FP screen. P02675. FP displacement of FITC-Tn7 peptide from fibrin DD(E); 0% = median of compound wells per plate. inhibition, % at 8.3 µM. 0.13% of 370,000 active. AID 720508;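 active means inhibition above the mean of compounds falling within the control limits plus 3 SD of them, cut at about 14% in these data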;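 further: 0% = plate median of compound wells and 100% = 10 µM Aha-Tn7 peptide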
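system = human fibrin DD(E) protein | quantity = DD(E) 2 µM final | medium = Tris/NaCl/CaCl2 buffer, pH 7.8 | also added = labelled Tn7 tracer, 0.1 µM | compound dosing = single point at 8.3 µM | timing = compound with protein 10 min, then 3 h after probe, room temperature | signal = FP measurement | benchmarks = Aha-Tn7 high control | repeats = one replicate per compound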
UHRF1 MBD2 ctr = blocks human UHRF1 binding to methylated DNA; inhibition, % at 4.4 µM; Q96T88; 0.75% of 370,000 active; UHRF1 binding to methylated oligo, TR-FRET; in the data active means inhibition above about 21%;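 further: UHRF1 SRA domain binding a hemimethylated CpG hairpin DNA probe; 0% = median of test compound wells and 100% = reference inhibitor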
proKLK7 act = activates the human kallikrein-7 zymogen | AID 652039 | purified proKLK7, EDANS-DABCYL substrate fluorescence; 100% is mature enzyme control, 0% vehicle | 0.9% of 370,000 active | activation, % at 7 µM;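 active means activation above the mean of all tested compounds plus 3 SD, computed per campaign excluding outliers beyond control limits, cut at about 13% in these data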
Target sequence (P49862 whole entry, looked up): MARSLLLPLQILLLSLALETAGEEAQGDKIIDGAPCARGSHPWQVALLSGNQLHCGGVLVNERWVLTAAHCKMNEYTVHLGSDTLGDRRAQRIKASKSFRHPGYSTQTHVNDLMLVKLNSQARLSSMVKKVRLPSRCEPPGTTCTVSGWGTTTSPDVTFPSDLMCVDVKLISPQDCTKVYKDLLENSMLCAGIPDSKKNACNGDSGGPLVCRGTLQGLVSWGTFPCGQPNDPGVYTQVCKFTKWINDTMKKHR
Rev-erbA mod = modulates human Rev-erb alpha binding to DNA. 0.79% of 370,000 active. P20393. activity, % at 10 µM. Rev-erbα–FITC-DNA binding, fluorescence polarization, 90 min;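 active means activity above about 14%, limit read from the data; passing the limit was not always enough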;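 further: 0% = DMSO wells with 35 nM protein and 100% = DMSO wells with 750 nM protein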
PLCg1 inh = inhibitors of human phospholipase C gamma1; inhibition, % at 12.2 µM; purified PLC-gamma1, fluorogenic substrate, fluorescence; 0.84% of 370,000 active; AID 720700; in the data active means inhibition above about 9.5%
* hit, by the source's call; i = inactive; . = not tested or not shown.

SMILES	HGIII-sPLA2 inh	ASAP1 GAP inh	DDE Tn6 FP inh	ARFGAP1 inh	PLC-beta3 inh	DDE Tn7 FP inh	UHRF1 MBD2 ctr	proKLK7 act	Rev-erbA mod	PLCg1 inh
COC(=O)c1ccccc1NC(=S)NC(=O)c1ccccc1C	5.4	-1.8	-4.7	-9.8	-2.0	2.9	14.3	0.0	-0.6	0.5
NNc1nc2c(F)cc(F)cc2s1	20.0*	-4.9	-0.6	17.9	-10.0	-7.3	0.2	0.0	-1.3	-10.2
Cn1c(=O)oc2cc(S(=O)(=O)Nc3ccccc3)ccc21	-1.9	12.1	-0.8	1.3	3.7	-7.5	5.4	0.2	-2.5	-1.3
O=C(C(Sc1ccccc1)c1ccccc1)N1CCN(c2ccccc2)CC1 (stereo unspecified)	-0.8	-3.2	-6.6	-9.1	2.8	-3.9	1.9	0.5	3.4	4.5
CCCCn1c(CN2CCN(C)CC2)nc2ccccc21	3.8	5.0	-2.0	-10.9	-3.5	2.5	-1.4	-0.1	-0.2	-3.7
CN1C(c2ccc(F)cc2)=CS/C1=C(\C#N)c1nnc2n1-c1ccccc1SC2	-18.9	-12.6	3.9	-9.6	0.6	1.1	0.2	-0.7	-2.6	-0.6
CC(=O)c1c(C)[nH]c(C(=O)Nc2nc(-c3ccc(-c4ccccc4)cc3)cs2)c1C	-3.6	1.8	2.8	5.5	2.2	2.6	0.6	-0.1	-4.4	0.0
CC(=O)NCC(=O)N(Cc1ccco1)C1(C(=O)NC2CCCC2)CCCCC1	2.1	-2.9	1.8	-9.6	-5.0	-4.5	-0.1	0.4	-1.8	-0.2
Cc1cc(C)nc(-n2ncc3c2CC(C)CC3=O)n1 (stereo unspecified)	-0.7	-2.4	-4.7	-4.3	-4.8	-3.9	-2.4	0.5	-1.2	0.4
CN(C)c1ccc(C(=O)/C=C/c2ccc(Br)cc2)cc1	-3.1	-0.4	8.4	-8.0	-3.6	0.6	0.3	0.0	7.6	-7.7
Nc1ccc(-c2nc3ccc(-c4nc5ccccc5o4)cc3[nH]2)cc1	-14.6	14.5	-8.4	3.5	i	0.6	-1.1	-60.9	-8.9	i
Cc1ccc(NC(=O)c2cc(-c3ccc(F)cc3)on2)cc1C	-1.8	4.5	-2.2	5.6	-2.9	-5.7	-1.9	-0.3	-3.7	2.7
COc1cc(/C=c2\sc3n(c2=O)C(c2ccccc2)C(c2ccccc2)=NN=3)ccc1O (stereo unspecified)	-10.6	14.6	-0.6	13.5	-31.4	-2.8	-3.6	-0.2	0.4	-31.9
CN1CCN(C(=O)c2cc3c(c(-c4cccc(C#CC(C)(C)O)c4)n2)[C@@H](CCO)N(S(=O)C(C)(C)C)C3)CC1 (stereo partly specified)	0.9	3.6	10.9	15.2	-16.6	-2.3	1.3	-0.3	1.6	-12.0
COc1ccc(C(=O)C2CCCN(C(=O)c3ccnn3C)C2)cc1OC (stereo unspecified)	2.3	-0.2	1.4	5.8	-6.4	2.8	-1.3	-0.7	-2.3	1.4
COc1ccc(C2CC(=O)C(C3NCCc4ccccc43)=C(O)C2n2cncn2)cc1 (stereo unspecified)	0.4	-3.2	2.6	8.3	-15.5	0.2	-1.4	-0.2	-1.9	-5.6
Cc1nc2ccc(NC(=O)COc3ccccc3)cc2s1	-0.9	-0.5	-4.0	-5.8	-9.1	1.4	-0.1	-0.4	-3.3	-0.5
Clc1ccc2c(N/N=C/c3cccnc3)ccnc2c1	-13.2	-4.6	-9.8	8.1	-29.0	-0.5	-11.1	0.5	1.0	-24.9
S=c1[nH]nc(-c2ccccc2)n1C1C=CCCC1 (stereo unspecified)	15.0	7.7	2.1	9.5	1.3	7.9	-1.3	0.2	3.1	2.6
CC(=O)N(C)c1ccc(NC(=S)Nc2ccccc2)cc1	4.2	-7.3	6.0	16.3	-3.5	-1.5	0.1	-0.5	1.6	-0.5
Cc1ccc(NC(=O)CSc2sc3c(O)cc(=O)[nH]c3c2C#N)cc1C	1.6	-3.5	2.3	-6.8	-10.5	8.1	-0.6	-0.5	-17.5	-2.5
O=C(Nc1ccc2c(c1)OCCO2)C(=O)NC1CC1	1.0	11.1	1.1	6.8	-2.3	-3.7	-1.0	-0.8	9.6	2.4
COc1cccc(/C=C(\C#N)C(=O)NC2CCS(=O)(=O)C2)c1 (stereo unspecified)	-3.6	-10.4	12.8	-1.8	2.1	-1.7	-2.5	-2.8	-4.7	2.2
O=C1c2ccccc2C(Nc2ccc(S(=O)(=O)N3CCOCC3)cc2)N1Cc1ccco1 (stereo unspecified)	4.0	10.9	-5.0	8.2	-2.8	-1.2	2.1	0.1	1.1	1.4
Cc1nn(-c2ccccc2)nc1CNC(=O)c1ncoc1-c1ccccc1	-7.3	-5.0	3.8	4.8	-5.9	4.9	-0.2	-0.1	1.6	-2.5
COc1ccc(C2c3ccc(O)cc3Oc3ncn4nc(-c5cccnc5)nc4c32)cc1OC (stereo unspecified)	-23.0	11.8	-2.1	10.3	-13.7	-10.0	-1.7	-0.7	-6.8	-4.9
Cc1cc(C)n2c(SCc3ccc(Br)cc3)nnc2n1	-4.6	1.9	0.8	4.9	-7.3	1.8	-4.3	0.8	-1.1	-0.2
O=C1c2ccccc2S(=O)(=O)c2cc(C(=O)N3CCC(O)CC3)ccc21	3.1	-2.3	0.5	-11.0	0.6	-0.7	1.0	0.5	-7.9	0.4
COc1ccc(CN2CCN(C)CC2)cc1OCc1ccccc1	9.1	11.7	-8.1	6.1	4.2	-3.0	5.6	-0.3	3.4	11.3*
COc1ccc(-c2coc3c(C(=O)Nc4cc(OC)c(OC)c(OC)c4)cccc23)c(C)c1	-1.6	15.2	-8.9	10.5	0.8	-1.1	-0.4	2.2	-6.5	-1.7
COc1ccc(C(=O)N/C(=C\c2cn(S(=O)(=O)N(C)C)c3ccccc23)C(=O)N2CCCC2)cc1	-14.0	6.5	-0.1	-1.1	0.5	2.1	-2.5	0.1	0.5	2.0
C[C@H](N)C(=O)NC[C@H]1O[C@@H](n2cnc3c(N)ncnc32)[C@H](O)[C@@H]1O	9.0	-0.9	3.2	-10.0	-1.1	-0.1	1.2	-0.3	-1.7	3.3
CCOC(=O)N1CCN(C(=O)CN2C(=O)COc3ccc(C(C)(C)C)cc32)CC1	-6.2	-4.3	-3.9	-14.6	1.1	3.7	-2.2	0.5	-0.8	2.0
COc1ccc2c(C)cc(=O)[nH]c2c1	5.8	-2.9	-8.2	13.1	-4.4	2.7	-0.3	-0.1	-2.8	3.9
Cc1ccccc1NC(=O)CN(c1ccc(F)cc1)S(C)(=O)=O	-4.3	-12.0	10.0	-2.5	3.1	2.7	-1.9	-0.1	2.1	0.3
CCCCN(C(=O)C1CC(=O)N(CCc2ccc(OC)c(OC)c2)C1)c1c(N)n(CCCC)c(=O)[nH]c1=O (stereo unspecified)	6.8	-7.1	-3.2	-11.1	-10.7	-2.2	-0.2	0.3	-5.2	1.0
O=C(Nc1ccc(OCC(F)(F)C(F)F)c(C(F)(F)F)c1)c1ccccc1O	-33.5	9.9	-4.4	18.0	-39.2	-7.5	-2.1	-3.1	0.9	-37.1
COc1ccc(N2CCN(C(=O)NCc3ccc(C)cc3)CC2)cc1	4.0	9.4	6.5	3.6	-3.2	0.8	-2.8	-0.7	-3.5	2.9
CNc1ccc(Br)cc1C(O)c1ccccc1 (stereo unspecified)	9.3	2.4	6.5	8.3	-6.3	9.0	-1.7	0.8	-2.8	-1.0
CC1CCCCN1C(=O)CCC(=O)Nc1nnc(C2CCCCC2)s1 (stereo unspecified)	2.4	-12.2	7.5	7.1	-5.2	13.6	3.6	-1.4	-7.9	0.9

In the list so far, these contain a cyano group:
SMILES	HGIII-sPLA2 inh	ASAP1 GAP inh	DDE Tn6 FP inh	ARFGAP1 inh	PLC-beta3 inh	DDE Tn7 FP inh	UHRF1 MBD2 ctr	proKLK7 act	Rev-erbA mod	PLCg1 inh
CN1C(c2ccc(F)cc2)=CS/C1=C(\C#N)c1nnc2n1-c1ccccc1SC2	-18.9	-12.6	3.9	-9.6	0.6	1.1	0.2	-0.7	-2.6	-0.6
Cc1ccc(NC(=O)CSc2sc3c(O)cc(=O)[nH]c3c2C#N)cc1C	1.6	-3.5	2.3	-6.8	-10.5	8.1	-0.6	-0.5	-17.5	-2.5
COc1cccc(/C=C(\C#N)C(=O)NC2CCS(=O)(=O)C2)c1 (stereo unspecified)	-3.6	-10.4	12.8	-1.8	2.1	-1.7	-2.5	-2.8	-4.7	2.2

Further entries:
SMILES	HGIII-sPLA2 inh	ASAP1 GAP inh	DDE Tn6 FP inh	ARFGAP1 inh	PLC-beta3 inh	DDE Tn7 FP inh	UHRF1 MBD2 ctr	proKLK7 act	Rev-erbA mod	PLCg1 inh
CC(C)CN(C(=O)COC(=O)CNC(=O)c1sc2ccccc2c1Cl)C1CCS(=O)(=O)C1 (stereo unspecified)	-17.8	-2.3	-5.4	-4.8	-2.6	4.2	-2.9	0.3	-0.8	3.7
CCN1CCN(c2ccc(S(=O)(=O)N3CCOCC3)cc2N)CC1	2.0	-13.3	0.4	-7.8	6.6	-1.8	1.1	-0.6	3.1	-0.2
Cc1cc(O)c(-c2ccno2)cc1Cl	-17.7	-6.2	-3.9	-1.2	-43.7	8.0	-0.9	-21.8	0.7	-38.7
COc1ccc(C(=O)Nc2ccccc2N2CCCC2)cc1	-0.4	7.0	-2.0	1.4	-4.1	-0.3	-0.3	0.5	-1.5	3.6
COc1ccc(N2C(=O)C(OC(C)=O)C2c2ccc(C)cc2)cc1 (stereo unspecified)	4.2	-0.2	-5.5	15.9	1.8	-0.2	5.0	0.1	0.8	0.4
CCN(CC)C(=O)CC[C@@H]1CC[C@]2(CCCN(Cc3cccs3)C2)O1	3.5	.	-5.3	.	1.0	-5.7	2.2	-0.1	-1.0	1.6
O=C(Nc1ccc2c(c1)OCCO2)C1C(=O)Nc2ccccc2C(=O)N1C1CCCCC1 (stereo unspecified)	3.5	-6.1	4.8	0.9	-1.7	7.0	-0.3	-0.1	-5.9	-2.8
CCOC(=O)C1=C(C)OC(N)=C(C#N)C1c1cccs1 (stereo unspecified)	-23.8	3.1	7.8	5.4	-18.9	0.8	-1.6	-1.5	-2.7	-19.4
CC(/C=C1\N=C(SCc2ccccc2)SC1=O)=C\c1ccccc1	7.8	-2.2	0.1	10.4	-12.9	1.2	-0.4	-1.5	-4.6	-10.7
Cc1ccc(C(C)NC(=O)/C(C#N)=C\c2c(C)[nH]c3ccccc23)cc1 (stereo unspecified)	-20.5	19.5	-2.2	-1.0	-17.5	5.2	-3.0	-0.5	0.1	-8.3
COc1ccc(CCNC(=O)Nc2ccc(F)cc2F)cc1OC	-2.4	5.0	-2.6	-4.0	-2.7	-0.8	1.2	-0.1	-2.0	3.5
COc1cc(NC(=O)c2ccccc2)c(C)cc1NC(=O)CC(CC(=O)O)c1ccccc1 (stereo unspecified)	-3.3	-3.4	1.8	6.4	-1.0	1.7	-0.5	0.3	-2.3	1.7
COc1cccc(N(C(=O)c2csnn2)C(C(=O)NC2CCCC2)c2ccccc2)c1 (stereo unspecified)	-2.7	2.5	-2.5	2.9	-6.2	0.4	1.8	-0.1	-0.5	1.5

Compound activity: PubChem BioAssay, several laboratories
